Screens deposited in PubChem by several laboratories.
STK33 kinase inh – inhibitors of human STK33 kinase; purified STK33, MBP phosphorylation, ADP-Glo luminescence; 320,000 compounds, 0.073% hits; AID 2661; inhibition, % at 10 µM; Q9BYT3;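 active = inhibition at or above 25%, using the most active replicate where run in duplicate; inactive = inhibition below 25%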
Target sequence (Q9BYT3 whole entry, looked up): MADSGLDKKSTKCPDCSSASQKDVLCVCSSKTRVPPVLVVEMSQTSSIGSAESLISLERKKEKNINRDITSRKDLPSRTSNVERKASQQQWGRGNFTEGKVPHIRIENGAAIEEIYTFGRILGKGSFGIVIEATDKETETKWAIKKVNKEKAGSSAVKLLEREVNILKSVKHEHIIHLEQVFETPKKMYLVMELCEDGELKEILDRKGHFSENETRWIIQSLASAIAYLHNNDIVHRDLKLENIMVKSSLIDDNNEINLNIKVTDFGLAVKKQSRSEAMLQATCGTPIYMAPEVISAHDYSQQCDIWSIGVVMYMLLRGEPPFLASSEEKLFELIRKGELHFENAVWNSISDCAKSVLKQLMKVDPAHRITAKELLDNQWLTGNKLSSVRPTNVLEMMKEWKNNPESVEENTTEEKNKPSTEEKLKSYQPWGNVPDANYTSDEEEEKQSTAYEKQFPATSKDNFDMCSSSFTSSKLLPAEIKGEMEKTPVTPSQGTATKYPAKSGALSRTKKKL
CHT allo act – allosteric activators of human choline transporter CHT. B-score at 10 µM. 310,000 compounds, 0.49% hits. AID 488977. CHT-expressing cells, membrane potential dye, choline EC20; active compounds read high; LV-AA mutant CHT in HEK293 cells. Q9GZV3;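 active = initial fluorescence not abnormally high and integrated response B-score, plate-corrected, over 3 SD above library mean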
Target sequence (Q9GZV3 whole entry, looked up): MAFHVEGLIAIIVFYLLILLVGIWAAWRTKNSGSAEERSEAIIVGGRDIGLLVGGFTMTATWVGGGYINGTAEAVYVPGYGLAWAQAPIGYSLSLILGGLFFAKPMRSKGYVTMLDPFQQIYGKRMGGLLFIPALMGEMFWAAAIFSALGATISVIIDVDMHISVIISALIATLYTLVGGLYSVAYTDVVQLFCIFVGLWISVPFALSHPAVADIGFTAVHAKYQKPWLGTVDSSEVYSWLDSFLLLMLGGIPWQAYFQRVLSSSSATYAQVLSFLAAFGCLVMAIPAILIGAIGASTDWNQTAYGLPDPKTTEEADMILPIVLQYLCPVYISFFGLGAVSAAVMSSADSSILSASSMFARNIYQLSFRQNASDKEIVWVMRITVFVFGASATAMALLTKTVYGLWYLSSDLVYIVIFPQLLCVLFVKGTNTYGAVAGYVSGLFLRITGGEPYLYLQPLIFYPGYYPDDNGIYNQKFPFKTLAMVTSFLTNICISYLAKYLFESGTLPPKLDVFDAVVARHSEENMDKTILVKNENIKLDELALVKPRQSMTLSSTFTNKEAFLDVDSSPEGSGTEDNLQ
CHT block – inhibits the human high affinity choline transporter; CHT-expressing cells, membrane potential dye, choline response; active compounds read low; B-score at 10 µM; 310,000 compounds, 0.86% hits;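 active = B-score over 3 SD under the library average, and starting fluorescence ratio not unusually high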;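 also: choline stimulus applied at its EC90 after an EC20 pre-addition; B-score computed on integrated fluorescence ratio after choline addition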
The depositor's hits bear a star; i = inactive; nt = not tested or not shown.

Molecule | STK33 kinase inh | CHT allo act | CHT block
O=C(Nc1nnc(S(=O)(=O)N2CCCCCC2)s1)c1cccc(Br)c1 | 0.4 | i | i
Cc1cccc(C)c1NC(=O)CSc1nnc(C)c(=O)[nH]1 | -0.7 | i | i
NC(=O)NC(Cc1ccccc1)C(=O)O (stereo not given) | -0.1 | i | i
Cc1cccn2c(=O)c3cc(C(N)=S)c(=N)n(CCCN4CCOCC4)c3nc12 | 2.8 | i | i
C=CCNC(=O)CN(c1cccc(Br)c1)S(C)(=O)=O | -1.7 | i | i
Cc1ccc(C)c(N2CCN(C(c3ccncc3)c3nnnn3Cc3ccccc3)CC2)c1 (stereo not given) | -2.4 | i | i
COc1ccc(C(=O)NCCN2CCOCC2)c(OC)c1 | 0.0 | i | i
CC(C)N(Cc1nccn1C)C(=O)CC1C(=O)NCCN1Cc1ccccc1C(F)(F)F (stereo not given) | -1.8 | i | i
CCc1ccc(N2CN(CCc3ccccc3)CNC2=S)cc1 | 0.1 | i | i
COc1ccc(-n2nc(C(=O)NCC(=O)Nc3cccc(C)n3)c3ccccc3c2=O)cc1 | -4.4 | i | i
COc1ccccc1NC(=O)COC(=O)c1ccc(S(=O)(=O)NCc2ccco2)cc1 | -1.0 | i | i
COc1cc(-c2n[nH]c(=S)n2/N=C/c2cccn2C)cc(OC)c1OC | -0.8 | i | i
CCOc1ccc(OCC)c(NC(=O)CN2CCN(c3ccc(C)cc3C)CC2)c1 | -3.0 | i | i
Cc1cccc(NS(=O)(=O)c2ccc3[nH]c(=O)cc(C(=O)O)c3c2)c1 | -2.0 | i | i
Cc1cccc(NC(=S)NC2CCCC2)c1C | -0.5 | i | i
O=C(c1ccc(Cl)cc1)[C@@H]1[C@@H]2C(=O)N(c3ccccc3)C(=O)[C@@H]2C2c3ccccc3C=NN21 (stereo not given in full) | -0.4 | i | i
Cc1csc(CN(C)C(=O)CC2C(=O)NCCN2Cc2ccc(F)cc2Cl)n1 (stereo not given) | -2.7 | i | i
Cc1cc(C)nc(SC2CCCCC2NS(=O)(=O)c2ccccc2)n1 (stereo not given) | -0.8 | i | i
C=CCn1c(-c2ccccc2)nc(=S)c2c1CC(C)(C)OC2 | -1.7 | i | i
CCC(=O)Nc1nnc(SCc2cccc(F)c2)s1 | -0.3 | i | i

A draw from above in order of length of the SMILES, falling:
Molecule | STK33 kinase inh | CHT allo act | CHT block
Cc1ccc(C)c(N2CCN(C(c3ccncc3)c3nnnn3Cc3ccccc3)CC2)c1 (stereo not given) | -2.4 | i | i
Cc1csc(CN(C)C(=O)CC2C(=O)NCCN2Cc2ccc(F)cc2Cl)n1 (stereo not given) | -2.7 | i | i
COc1cc(-c2n[nH]c(=S)n2/N=C/c2cccn2C)cc(OC)c1OC | -0.8 | i | i
Cc1cc(C)nc(SC2CCCCC2NS(=O)(=O)c2ccccc2)n1 (stereo not given) | -0.8 | i | i
CCC(=O)Nc1nnc(SCc2cccc(F)c2)s1 | -0.3 | i | i

Next records follow.
Molecule | STK33 kinase inh | CHT allo act | CHT block
O=[N+]([O-])c1cnccc1Nc1ccccc1 | -0.7 | i | i
CC(C)c1ccc(S(=O)(=O)c2nnn3c2nc(NCC2CCCO2)c2ccccc23)cc1 (stereo not given) | -0.8 | i | i
O=C(NNC(=O)c1cccnc1Cl)c1ccc(F)cc1 | 6.9 | i | i
Cc1[nH]n(-c2ccccc2)c(=O)c1C=NC1CCCCC1 | -0.4 | i | i
O=C(O)c1c(NC(=O)N(CCO)Cc2ccccc2)sc2c1CCCC2 | 0.9 | i | i
Cc1ccc(C[n+]2ccccc2)cc1 | 3.4 | i | i
COc1ccc(NC(=O)CSc2nc3c(c(=O)n2-c2ccccc2)SCC3)c(OC)c1 | -1.3 | i | i
CC(/C=C/c1ccccc1F)=N\NC(=O)C(C)C | -0.4 | i | i
CCCOc1cccc(C(=O)NCCNC(=O)c2cnccn2)c1 | -1.2 | i | i
COc1ccc(C2=CC3=CC(=O)C(C)(O)C(=O)C3=CO2)cc1 (stereo not given) | -0.9 | i | i
O=C(O)c1ccc(COc2ccc3c4c(c(=O)oc3c2)CCC4)o1 | -1.2 | i | i
Cc1ccccc1Cn1nnc(-c2ccc(C(=O)O)cc2)n1 | -0.8 | i | i
Cc1ccc(-c2nsc(SCC(=O)NCc3ccc4c(c3)OCO4)n2)cc1 | -0.7 | i | i
Cc1cccc(C2CC(c3ccc(Cl)cc3)Nc3nc(N)nn32)c1 (stereo not given) | -0.9 | i | i
CCOCCCNC(=O)c1ccc2c(c1)ncn2C1CCCC1 | 0.4 | i | i
COc1ccc(S(=O)(=O)NCc2cn3c(C)csc3n2)cc1F | -2.1 | i | i
NC(=O)CC(NC(=O)c1ccc(Br)cc1)c1ccc(NC2CCCCCCC2)c([N+](=O)[O-])c1 (stereo not given) | 0.2 | i | i
CSC1=NC(C(Cl)(Cl)Cl)N=C(c2ccccc2)N1 (stereo not given) | -1.1 | i | i
NS(=O)(=O)c1ccc(CCNC(=O)COC(=O)CCc2ccccc2)cc1 | -1.6 | i | i
COc1ccccc1NC(=O)CSc1nnc2ccc(-c3cccnc3)nn12 | 0.3 | i | i

(further entries)
Molecule | STK33 kinase inh | CHT allo act | CHT block
COc1cccc(-n2c(C)cc(/C=C3/C(=N)N4C(=NC3=O)SN=C4S(C)(=O)=O)c2C)c1 | 2.2 | i | i
COc1ccc(OCCSc2nc(-c3ccccc3)cc(=O)[nH]2)cc1 | -0.9 | i | i
N#Cc1nnn(Cc2ccccc2)c1N | 0.9 | i | i
Cn1c(=O)oc2cc(S(=O)(=O)CCC(=O)N3CCN(c4ccccc4F)CC3)ccc21 | -1.3 | i | i
O=c1c(Cl)c(NCc2ccccc2)cnn1C12CC3CC(CC(C3)C1)C2 | -1.3 | i | i
COc1ccc(NC(=O)C2Cc3cccc(OC)c3O/C2=N\O)cc1 (stereo not given) | -2.5 | i | i
COc1cccc(C2CC(=O)NC(SC)=C2C#N)c1 (stereo not given) | -0.6 | i | i
CCOc1cc(CNc2ccc(CNc3ncn[nH]3)cc2)ccc1OCc1ccccc1 | -0.8 | i | i
Cc1cc(C)n2cc(CSc3nnnn3C)nc2n1 | -0.8 | i | i
O=C(CSc1ccc(C(F)(F)F)cc1[N+](=O)[O-])NCCOc1ccccc1 | -1.8 | i | i
Cc1[nH]c2ccccc2c1C1(O)C(=O)N(C(C)C)c2ccccc21 (stereo not given) | -0.4 | i | i
CC(NS(=O)(=O)c1ccc(Cl)cc1)C(=O)NCc1ccco1 (stereo not given) | 1.4 | i | i
O=C(NCCCn1ccnc1)c1cccc(Br)c1 | -4.8 | i | i
CCN1CCN(C(=O)c2ccc(CSc3ccc(C)cc3)cc2)CC1 | -1.4 | i | i
COc1ccc2c(c1OC)C(=O)OC2C/C(=N\NC(N)=O)c1ccccc1 (stereo not given) | -0.7 | i | i
CCn1c(O)c(/C=N/N=C2CCCC2)c2ccc(C3=NNC(=O)CC3)cc21 | 0.4 | i | i
COc1cc(OC)cc(C(=O)Nc2cccc(C(C)=O)c2)c1 | 3.3 | i | i
CC(C)c1ccc(C(=O)N/N=C/c2cccc(Cl)c2Cl)cc1 | -0.5 | i | i
CN(C)C(CNC(=O)C1CCN(C(=O)/C=C/c2ccccc2)CC1)c1ccccc1 (stereo not given) | -1.6 | i | i
Cc1cc(=O)[nH]c(N/N=C/c2c(C)nn(-c3ccccc3Cl)c2Cl)n1 | -0.7 | i | i

Later entries:
Molecule | STK33 kinase inh | CHT allo act | CHT block
CC(=O)c1c(C)[nH]c(C(=O)OCC(=O)C(C)(C)C)c1C | 0.6 | i | i
Cc1ccccc1-n1c(SCC(N)=O)nc2sc(-c3ccccc3)cc2c1=O | 0.4 | i | i
Cc1ccc(NCCC(=O)c2ccc(Cl)c(Cl)c2)cc1 | -2.2 | i | i
CCOc1cc(/C=N/NC(=O)CN2CCCCC2)ccc1OCc1ccc(Cl)cc1 | -2.3 | i | i
O=C(CN1CCN(Cc2ccc(F)cc2Cl)CC1)NCc1ccccc1 | 0.9 | i | i
COc1ccc([N+](=O)[O-])cc1NC(=O)c1ccc(N2C(=O)CCC2=O)cc1 | -0.3 | i | i
CCOc1ccc(NC(=O)c2cc3ccccc3cc2O)cc1 | -0.3 | i | i
COc1ccc(NC(=O)NCc2ccccc2F)cc1OC | -0.9 | i | i
CCOC(=O)N1CCC(NCCNC(=O)c2cccs2)CC1 | 1.8 | i | i
CCOC(=O)C1(CCCc2ccccc2)CCN(C(=O)c2ocnc2C)CC1 | 0.1 | i | i
O=C(CCCCCn1c(=S)[nH]c2ccc(N3CCOCC3)cc2c1=O)NCc1ccc(Cl)cc1 | nt | i | i
COc1cccc(NC(=S)Nc2cc(C)cc(C)n2)c1 | 1.8 | i | i
COc1ccc(-c2ccc(=O)n(Cc3cccc([N+](=O)[O-])c3)n2)cc1 | -1.8 | i | i
Nc1nonc1-n1nnc(C(=O)N/N=C/c2cc(Cl)ccc2O)c1CN1CCCCCC1 | 0.5 | i | i
Cc1cc(C(=O)NCCc2ccc(Cl)cc2)no1 | -1.7 | i | i
Cc1c(Br)c(=O)oc2c(C)c(O)ccc12 | 0.7 | i | i
CCn1c(SCC(=O)Nc2cccc(C(C)=O)c2)nnc1C(C)C | 1.1 | i | i
O=C1CN(C(=O)COC(=O)CNS(=O)(=O)/C=C/c2ccccc2)c2ccccc2N1 | -2.6 | i | i
C[C@H](NC(=O)c1ccco1)C(=O)Nc1ccc2c(c1)OCO2 | 0.5 | i | i
CCOc1ccc(NC2OC(C)C(O)C(O)C2O)c([N+](=O)[O-])c1 (stereo not given) | -0.9 | i | i

As entered above.
CCN1CCN(C(=O)c2ccc(CSc3ccc(C)cc3)cc2)CC1 in STK33 kinase inh shows -1.4
Cc1ccccc1-n1c(SCC(N)=O)nc2sc(-c3ccccc3)cc2c1=O in STK33 kinase inh shows 0.4
O=C(O)c1c(NC(=O)N(CCO)Cc2ccccc2)sc2c1CCCC2 in STK33 kinase inh shows 0.9
COc1ccc(-n2nc(C(=O)NCC(=O)Nc3cccc(C)n3)c3ccccc3c2=O)cc1 in STK33 kinase inh shows -4.4

Other compounds follow.
Molecule | STK33 kinase inh | CHT allo act | CHT block
C/C(=N\NC(=O)c1ccncc1)c1ccc(N(C)C)cc1 | 0.6 | i | i
CCOC(=O)c1c(NC(=O)CSc2nnc(-c3cccnc3)o2)sc2c1CCC2 | -0.6 | i | i
Nc1c2c(nn1-c1ccccc1)CCC2 | -0.5 | i | i
CCC1(CC)C(=O)C2=C3C1[C@H](C(=O)OC)CC(C(=O)OC)C[C@H]3[C@H]1C(=O)N(c3ccccc3)C(=O)[C@H]1[C@H]2C (stereo not given in full) | 0.2 | i | i
C/C(=N\NC(=O)c1cc2ccccc2cc1O)c1cccs1 | 5.0 | i | i
O=C1NC(=Nc2ccccc2)c2ccc([N+](=O)[O-])cc21 | -0.6 | i | i
CCc1ccc2c(c1)C(C)=CC(C)(C)N2 | -0.5 | i | i
O=C(Nc1nnc(-c2ccco2)s1)c1ccccc1 | -1.7 | i | i
Cc1sc(-c2ccncc2)nc1OC(=O)c1ccccc1 | -0.1 | i | i
COc1ccc(C2C3=C(CCCC3=O)Nc3nc(SCc4ccc(C(=O)O)cc4)nn32)cc1OC (stereo not given) | -1.2 | i | i
CCC(=O)Nc1cccc(NC(=S)NC(=O)c2cc3ccccc3o2)c1 | -1.4 | i | i
CC(C)(CNC(=O)C1c2ccccc2-c2ccccc21)N1CCOCC1 | 0.6 | i | i
CCN(CC)CCNC(=O)C1(O)c2cc(Br)ccc2NC(=O)N1c1cccc(OC)c1 (stereo not given) | -0.8 | i | i
COc1cccc(-c2cc(C(F)(F)F)c3c(N)c(C#N)sc3n2)c1 | -1.2 | i | i
Cc1ccc(NC(=O)C2CCCN2S(=O)(=O)c2ccc3c(c2)CCC(=O)N3)cc1Cl (stereo not given) | 0.4 | i | i
COc1cccc(NC(=O)Nc2ccc3c(c2)N(C)C(=O)CS3)c1 | 0.1 | i | i
COc1ccc(OCCSc2nnc(-c3cccnc3)n2N)cc1 | -1.1 | i | i
CCCNC(=O)c1ccccc1NC(=O)c1ccccc1N(C)S(=O)(=O)c1ccccc1 | -0.9 | i | i
CC(=O)c1c(C)n(C)c2ccc(O)cc12 | 2.6 | i | i
CC(=O)NC(CC(=O)Nc1cccc(S(=O)(=O)N2CCCCC2)c1)c1ccccc1 (stereo not given) | -0.8 | i | i

Additional results
Molecule | STK33 kinase inh | CHT allo act | CHT block
CCc1nnc(NC(=O)C2CCCO2)s1 (stereo not given) | -1.9 | i | i
COc1ccccc1/C=C1\SC(=S)N(CCC(=O)Nc2cccc(O)c2)C1=O | -0.8 | i | i
CCCCC1=CC2=C(c3ccco3)C(=O)C(C)(OC(=O)c3ccc(OC)cc3)C(=O)C2=CN1CCCOC(C)C (stereo not given) | 2.3 | i | i
CCc1ccc(NC(=S)N2CCC(NC(=O)c3ccccc3)CC2)cc1 | -0.4 | i | i
O=C(CSc1ccccc1Cl)NC1CCCc2ccccc21 (stereo not given) | -1.4 | i | i
COc1cccc(NS(=O)(=O)c2ccc3c(c2)CCCN3C(C)=O)c1 | -2.0 | i | i
COc1cccc(/C=C/C(=O)OCC(=O)Nc2cc(S(=O)(=O)N3CCOCC3)ccc2C)c1 | -0.6 | i | i
CC1Nc2ccccc2C(=O)N1NS(C)(=O)=O (stereo not given) | -0.2 | i | i
CCN1CCN(C(=O)CCc2nc3ccccc3n2-c2ccccc2)CC1 | -0.9 | i | -6.08*
COc1ccc(C(=O)NC(C)c2cc(OC)c(OC)cc2Br)cc1 (stereo not given) | -0.8 | i | i
O=C(NC1CCN(Cc2ccccc2)CC1)c1ccccc1 | -0.2 | i | i
CC(C)n1nccc1N(Cc1ccc(C#N)cc1)S(=O)(=O)c1ccccc1 | 0.4 | i | i
Cc1cc(NC(=O)CCC(=O)N(Cc2ccco2)C(C(=O)NC2CCCC2)c2ccccc2C)no1 (stereo not given) | -1.1 | i | i
Nc1nonc1-n1nnc(C(=O)N/N=C/c2cc(Br)ccc2O)c1CNc1ccccc1 | -1.7 | i | i
